CHT PAM: CHT positive allosteric modulators, primary screen, cell-based, membrane potential dye, choline EC20. CHT-expressing cells; active compounds read high; LV-AA mutant CHT in HEK293 cells. B-score at 10 µM. High affinity choline transporter 1 (Homo sapiens), Q9GZV3. hit rate 0.49% among 310,000;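 active = initial fluorescence not abnormally high and integrated response B-score, plate-corrected, over 3 SD above library mean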
Target sequence (Q9GZV3 whole entry, looked up): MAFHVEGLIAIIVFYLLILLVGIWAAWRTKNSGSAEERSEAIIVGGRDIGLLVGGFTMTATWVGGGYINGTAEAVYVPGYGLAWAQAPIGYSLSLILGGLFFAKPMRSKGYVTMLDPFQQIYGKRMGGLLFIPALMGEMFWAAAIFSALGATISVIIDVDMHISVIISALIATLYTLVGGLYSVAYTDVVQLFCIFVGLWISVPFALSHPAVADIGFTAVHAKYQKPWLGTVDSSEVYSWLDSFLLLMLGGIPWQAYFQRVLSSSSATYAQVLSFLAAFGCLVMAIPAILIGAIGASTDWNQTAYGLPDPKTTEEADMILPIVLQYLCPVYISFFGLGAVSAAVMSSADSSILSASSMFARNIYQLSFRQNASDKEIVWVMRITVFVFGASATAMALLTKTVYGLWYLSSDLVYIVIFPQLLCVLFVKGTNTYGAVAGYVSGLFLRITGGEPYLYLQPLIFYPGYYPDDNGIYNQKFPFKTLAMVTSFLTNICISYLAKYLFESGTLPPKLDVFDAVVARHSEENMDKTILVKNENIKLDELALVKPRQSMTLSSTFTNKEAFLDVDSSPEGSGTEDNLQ
OX1R antag-1: OX1R (HCRTR1) antagonists, primary screen, fluorescence, CHO/OX1R cells, Fluo-8 calcium, orexin A. Fluo-8 calcium fluorescence. inhibition, % at 5 µM. hit rate 0.43% among 330,000. AID 434989, 2010;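 active = inhibition above its plate's threshold, mean inhibition of all tested compounds on the plate plus 3 SD, cut at about 37% in these data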;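 note: 0% = orexin A challenge wells and 100% = SB-334867-A antagonist wells; not every result past the cut was called active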
Target sequence (O43613 whole entry, looked up): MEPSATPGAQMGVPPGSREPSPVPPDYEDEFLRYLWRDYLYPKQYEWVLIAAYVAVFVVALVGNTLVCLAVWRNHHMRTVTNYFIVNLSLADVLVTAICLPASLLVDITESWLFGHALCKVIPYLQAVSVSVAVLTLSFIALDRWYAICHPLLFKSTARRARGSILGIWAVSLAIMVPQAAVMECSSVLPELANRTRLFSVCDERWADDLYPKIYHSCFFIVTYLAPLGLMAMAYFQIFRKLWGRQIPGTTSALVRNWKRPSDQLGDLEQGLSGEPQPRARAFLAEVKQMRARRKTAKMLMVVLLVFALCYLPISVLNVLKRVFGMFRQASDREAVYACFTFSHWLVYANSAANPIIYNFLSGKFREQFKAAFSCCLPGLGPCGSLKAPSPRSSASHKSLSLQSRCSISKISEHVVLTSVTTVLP
OX1R antag-2: antagonists of human orexin 1 receptor (OX1R) | OX1R-expressing cells, FRET antagonist read-out | inhibition, % at 6.6 µM | hit rate 1.8% among 330,000 | AID 485270, 2010; in the data active = inhibition mostly above about 38%, no sharp cut-off; inactive = mostly below about 40%;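 note: 0% = agonist challenge alone and 100% = reference antagonist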
Starred values were filed as active, the others as inactive; i = inactive; nt = not tested or not shown; & = joins results of further samples; ! = not confirmed by another sample. Rows were taken by chance; about 2.5% have a hit in one of these screens.

item	structure	OX1R antag-1	OX1R antag-2	CHT PAM
1	CC(C)CCOCC(O)CCC(=O)NNC(=S)Nc1ccccc1 (stereo unspecified)	-15	22	i
2	Cc1ccc(S(=O)(=O)Nc2cccc(-c3cn4ccsc4n3)c2)cc1	-4	36	i
3	CCOc1ccc(S(=O)(=O)N(C)C2CCCCC2)cc1	-25	14	i
4	CCC(C)NC(=O)CC(c1ccccc1)c1cc(C)ccc1O (stereo unspecified)	-23	13	i
5	CCc1ccc(N2CC(C(=O)Nc3ccc(C)c(S(=O)(=O)N4CCOCC4)c3)CC2=O)cc1 (stereo unspecified)	-11	5	i
6	Cc1cc(OCCN2CCCC2)ccc1C(C)C	-10	7	i
7	CCCNCC1C(Oc2ccc(Cl)cc2Cl)C(=O)N1c1cccc(C)c1C (stereo unspecified)	-34	13	i
8	CC(=O)c1ccc(N2CCN(S(=O)(=O)c3cc(-c4cc(C)no4)ccc3C(C)C)CC2)cc1	6	3	i
9	NC(=O)c1sc2cc(C(F)(F)F)cnc2c1-c1ccccc1	-5	14	i
10	CCCOc1ccc(CSc2n[nH]c(C)n2)cc1	-13	8	i
11	COc1cc2nc(N3CCN(C(=O)c4ccco4)CC3)nc(N)c2cc1OC	-4&-6	4&11	6.5*!
12	COC(=O)NC(NC(=S)Nc1cccc(C)c1)C(Cl)(Cl)Cl (stereo unspecified)	-27	25	i
13	CCc1ccc(-c2csc(-c3c[nH]c4ccccc34)n2)cc1	1	20	i
14	COC(=O)[C@@]1(Cc2ccc(F)cc2)[C@H]2c3cc(C(=O)N(C)C)n(Cc4c(CO)[nH]cc(C)c4=O)c3C[C@H]2CN1C(=O)c1ccccc1	-19	12	i
15	CCOc1ccc(N(CC(=O)NCc2ccc(C)cc2)S(=O)(=O)c2c(C)[nH]c(=O)[nH]c2=O)cc1	-11	5	i
16	COc1ccc(OC)c(-n2c(=S)[nH]c3cc(C(=O)N4CCN(c5ccccc5)CC4)ccc3c2=O)c1	-14	21	i
17	CC(=O)N1CCN(c2ccc(NC(=O)c3ccccc3)cc2)CC1	-13	-1	i
18	COc1ccc(/C=C/c2nc(-c3ccccc3O)n(-c3ccccc3)n2)cc1	-32	15	i
19	Cc1cc(=O)n2nc(-c3ccccc3)sc2n1	-2	11	i
20	O=C(NC1CCCC1)C1c2ccccc2C(=O)N1CCCN1CCOCC1 (stereo unspecified)	-7	6	i
21	Cc1cc(=O)[nH]c(N/N=C/c2ccccc2C(F)(F)F)n1	-9	13	i
22	Cc1cc(Oc2ccc(=O)n(C)n2)nc(SCc2ccccc2)n1	-4	10	i
23	CC(C)[C@H]1COCCS(=O)(=O)N1Cc1ccccc1	-2	2	i
24	CCC(=O)Nc1ccc(C(=O)NNC(=O)c2ccccc2)cc1	7	5	i
25	CCC1Sc2ccc(S(=O)(=O)CCC(=O)Nc3ccc(C(=O)OC)cc3)cc2NC1=O (stereo unspecified)	-22	-4	i
26	Cc1ccc(C(C)C)cc1OCCOCCN1CCCC1	-9	12	i
27	C=CCOC(=O)C1=C(C)N=C2SCCC(=O)N2C1/C=C/c1ccccc1 (stereo unspecified)	-2	14	i
28	Cc1ccc(C(=O)n2c3ccccc3c3ccccc32)cc1	-8	18	i
29	O=C(NCC(c1ccco1)N1CCc2ccccc2C1)C(=O)Nc1ccccc1F (stereo unspecified)	-16	43	i
30	Cc1ccc(C(=O)N(C)CC(=O)Nc2cccc(C)c2C)o1	-19	-10	i
31	CCCCCCCOC(=O)c1ccc(OC(=O)c2cccnc2)cc1	-16	24	i
32	Cc1ccc(C(=O)OC(C(=O)O)C(OC(=O)c2ccc(C)cc2)C(=O)O)cc1 (stereo unspecified)	-1	2	nt

Four compounds already listed, sorted by the number in OX1R antag-2, ascending.
No.	compound	OX1R antag-1	OX1R antag-2
30	Cc1ccc(C(=O)N(C)CC(=O)Nc2cccc(C)c2C)o1	-19	-10
27	C=CCOC(=O)C1=C(C)N=C2SCCC(=O)N2C1/C=C/c1ccccc1 (stereo unspecified)	-2	14
28	Cc1ccc(C(=O)n2c3ccccc3c3ccccc32)cc1	-8	18
31	CCCCCCCOC(=O)c1ccc(OC(=O)c2cccnc2)cc1	-16	24

Other compounds:
item	structure	OX1R antag-1	OX1R antag-2	CHT PAM
33	Cc1cccc(C(=O)NC(C)C(=O)NC(c2nc3ccccc3[nH]2)C(C)C)c1 (stereo unspecified)	-4	3	nt
34	O=C1C2C3C=CC(C3)C2C(=O)N1c1cccnc1 (stereo unspecified)	3	6	i
35	CCOC(=O)N1CCN(C(=O)/C(=C/c2cccs2)NC(=O)c2cccs2)CC1	-30	11	i
36	COc1cnc(SCC(=O)O)[nH]c1=O	-6	0	i
37	COc1cc(C=C2C(=O)c3ccccc3C2=O)cc(OC)c1OC	-15	23	i
38	O=C(Cc1ccccc1)NC(=S)Nc1cccc(C(F)(F)F)c1	-10	-9	i
39	O=C1C=C(c2cc3ccccc3o2)C[C@@H](c2ccc(F)cc2)C1	-20	4	nt
40	O=C(CN1CCOCC1)NNC(=S)Nc1ccccc1	1	4	i
41	CCOc1ccc(C(=O)NC(=S)Nc2cccc(NC(=O)c3ccco3)c2)cc1[N+](=O)[O-]	2	11	i
42	O=C(CCc1ccccc1)c1ccc2c(c1)OCCCO2	-12	17	i
43	CCCCc1cc(=O)oc2cc(OCC(=O)N(CC)CC)c(Cl)cc12	-32	12	i
44	CCN(C(=O)Cn1c(Cl)nc2c1c(=O)n(C)c(=O)n2C)C1CCCCC1	-20	-1	nt
45	CCOc1ccc(OCC)c(NC(=O)CNS(=O)(=O)c2cccs2)c1	-44	2	i
46	CC1CCN(S(=O)(=O)c2ccc(S(=O)(=O)NCc3ccccc3)cc2)CC1	-10	4	i
47	CC1(C)CC(C)(c2ccc(O)cc2O)N(c2ccc3ccccc3c2)C(=S)N1 (stereo unspecified)	-9	31	i
48	Cc1cc(C)cc(-n2c(C)cc(/C=N/NC(=O)c3cccc([N+](=O)[O-])c3C)c2C)c1	12	-11	i
49	CC(C)CCn1c(SCC(=O)NC2CC2)nc2cc(Cl)ccc2c1=O	-14	6	i
50	COc1cccc(/C=N/NC(=O)C(C)n2nc(C)c([N+](=O)[O-])c2C)c1O (stereo unspecified)	-13	15	i
51	O=C(CSCc1ccc(Br)cc1)Nc1ccc(S(=O)(=O)N2CCOCC2)cc1	4	6	i
52	Cc1ccc(/C=C/C(=O)Nc2ccc([N+](=O)[O-])cc2)o1	-2	32	i
53	S=C(NCc1ccco1)Nc1ccc(Br)cn1	-2	15	i
54	CCCNC(=S)N1CCC(C(=O)c2ccc(Cl)cc2)CC1	-19	9	i
55	CCOc1ccccc1NC(=O)c1nnn(CC(=O)Nc2cc(C)cc(C)c2)c1N	-5	17	i
56	Cc1ccc(NC(=O)C2CCCN(S(=O)(=O)c3cccnc3)C2)c(C)c1 (stereo unspecified)	-22	-2	i

Random excerpt: seven records from the list
item	structure	OX1R antag-1	OX1R antag-2	CHT PAM
50	COc1cccc(/C=N/NC(=O)C(C)n2nc(C)c([N+](=O)[O-])c2C)c1O (stereo unspecified)	-13	15	i
56	Cc1ccc(NC(=O)C2CCCN(S(=O)(=O)c3cccnc3)C2)c(C)c1 (stereo unspecified)	-22	-2	i
52	Cc1ccc(/C=C/C(=O)Nc2ccc([N+](=O)[O-])cc2)o1	-2	32	i
55	CCOc1ccccc1NC(=O)c1nnn(CC(=O)Nc2cc(C)cc(C)c2)c1N	-5	17	i
53	S=C(NCc1ccco1)Nc1ccc(Br)cn1	-2	15	i
51	O=C(CSCc1ccc(Br)cc1)Nc1ccc(S(=O)(=O)N2CCOCC2)cc1	4	6	i
49	CC(C)CCn1c(SCC(=O)NC2CC2)nc2cc(Cl)ccc2c1=O	-14	6	i

(continued)
item	structure	OX1R antag-1	OX1R antag-2	CHT PAM
57	CC1(C)C[C@@H](O)[C@]2(C)CC[C@]3(C)C(=CCC4[C@@]5(C)CC[C@H](O)[C@](C)(CO)C5CC[C@]43C)[C@@H]2C1 (stereo partly specified)	-21	3	nt
58	N#Cc1c(Cl)nc(-c2cccnc2)nc1-c1ccccc1	-8	14	i
59	Cc1ccc(C(=O)OCCOc2cccc(Cl)c2)cc1S(=O)(=O)N1CCOCC1	8	33	i
60	Cc1cnc(NC(=O)CCCNC(=O)c2ccc(Cl)cc2)s1	-6	7	nt
61	Cc1ccc(N(CC(=O)NC(C)C)C(=O)CCC(=O)Nc2nccs2)cc1C	-6	-8	i
62	Cc1nc2c(ccc3c2ccc2nc(C)sc23)s1	-8	14	i
63	O=C(OCCN=C1NS(=O)(=O)c2ccccc21)c1cccs1	-4	11	i
64	CCn1c(=O)c2c(n3cnnc13)-c1ccccc1CC21CCCCC1	-23	18	i
65	COc1cccc(-c2sc3ccc(OC)cc3c2-c2ccc(OCCN3CCCCC3)cc2)c1	30	4	nt
66	COc1ccccc1NCC(=O)N/N=C(\C)c1ccc(Br)s1	-10	9	i
67	COC(=O)CN1C(=O)N/C(=C/c2ccc(C)o2)C1=O	-16	19	i
68	COc1ccccc1OCC(=O)Nc1ccncc1	-17	8	i
69	COc1ccc(NC2CCCN(C(=O)c3csc(C(C)C)n3)C2)cc1 (stereo unspecified)	-20	1	i
70	COc1ccc(NC(=O)CC2C(=O)NCCN2C(=O)Nc2ccc(C(F)(F)F)cc2)cc1 (stereo unspecified)	-15	1	i
71	NC(=O)C1CCN(S(=O)(=O)Cc2ccccc2Cl)CC1	-5	4	i
72	Cc1ccc2c(c1)-n1c(nc3ccccc3c1=O)C(CC(C)C)NC2=O (stereo unspecified)	-17	8	nt
73	CN(C)CCCn1c(SCc2c(Cl)cccc2Cl)nnc1-c1ccncc1	-6	-2	i
74	CCOc1cccc(/C=N/N2C(=O)CSC2=S)c1O	-9	17	i
75	O=C(Nc1cc(C(F)(F)F)ccc1N1CCOCC1)c1ccc2ccccc2n1	-25	13	i
76	Cc1nn(C)cc1/C=N/NC(=O)Cn1cncn1	0	-3	i
77	Cc1ccccc1CN(c1ccc(C(=O)NCc2ccccn2)cc1)S(C)(=O)=O	-14	7	i
78	Cc1ccc(N(C(=O)Cn2nnc(-c3cccs3)n2)C(C(=O)NC2CCCC2)c2ccncc2)cc1 (stereo unspecified)	-19	18	i
79	CCn1c(SCC(=O)c2ccc(Cl)cc2)nnc1C(C)C	-25	42	i
80	CCOc1ccccc1C(=O)Nc1ccc2nc(N3CCN(c4ncccn4)CC3)cc(C)c2c1	-19	13	i
81	CCCCn1c(CN2CCN(c3ccccc3)CC2)nc2c1c(=O)n(C)c(=O)n2C	-36	3	i
82	Cc1ccc(N(C(=O)C2CCCO2)C2C=CS(=O)(=O)C2)cc1Cl (stereo unspecified)	-17	6	i
83	CCn1c(SCC(=O)Nc2ccc3c(c2)c2ccccc2n3CC)nnc1-c1cnccn1	91*	89*	i
84	CCCN1CC23C=CC(O2)C(C(=O)O)C3C1=O (stereo unspecified)	-4	10	i
85	Cc1ccc(S(=O)(=O)Nc2ccnc(-c3cccnc3)n2)cc1	3	8	i
86	Cc1cccc(/C=N/NC(=O)Cc2ccc(Cl)cc2)c1O	-29	8	i
87	CCOc1ccc(C(=O)NCc2ccco2)cc1OCC	-5	11	i
88	Cc1ccc2c(C)c(C(=O)N(C)C(C)c3ccon3)oc2c1C (stereo unspecified)	-25	29	i

Reprinted from the part before: 3 entries, followed by the next part.
item	structure	OX1R antag-1	OX1R antag-2	CHT PAM
86	Cc1cccc(/C=N/NC(=O)Cc2ccc(Cl)cc2)c1O	-29	8	i
87	CCOc1ccc(C(=O)NCc2ccco2)cc1OCC	-5	11	i
88	Cc1ccc2c(C)c(C(=O)N(C)C(C)c3ccon3)oc2c1C (stereo unspecified)	-25	29	i
89	O=C(/C=C/c1ccccc1[N+](=O)[O-])N1CCc2ccccc2C1	-16	28	i
90	CCOc1ccc(-c2c(C(=O)N/N=C/C3CC=CCC3)nnn2-c2nonc2N)cc1 (stereo unspecified)	-4	9	i
91	CCOC(=O)C1CCN(CCC(=O)Nc2ccc(Cl)cc2)CC1	-13	18	i
92	COCCN1C(=O)N(c2cccc(C)c2)C(=O)C1CC(=O)Nc1ccc(F)cc1 (stereo unspecified)	-15	7	i
93	Nc1c(C(=O)NCc2ccco2)sc2nc3c(cc12)C(=O)CCC3	-24	20	i
94	O=C(Nc1ccc2c(c1)OCO2)c1ccc[n+]([O-])c1	1	2	i
95	CN(c1ccccc1)S(=O)(=O)c1ccc(C(=O)N2CCCC(C(F)(F)F)C2)cc1 (stereo unspecified)	-4	2	i
96	CC(C)=C1SC(N2CCOCC2)=NC1=O	9	7	i
97	CCN(CC(=O)NCc1ccc(Cl)cc1)C(=O)c1cc(S(=O)(=O)NCc2ccccc2)ccc1C	10	30	i
98	O=C(Nc1ccc(F)cc1F)c1ccccc1-c1ccccc1	-28	32	i
99	O=C(Nc1ccccc1)Nc1cccc(NC(=O)Nc2ccccc2)c1F	-11	-1	i
100	COC(=O)c1sc(-c2ccc(C(C)(C)C)cc2)cc1NC(=O)COCC(=O)O	0	11	i
